CCHF vOTU inh – CCHFV vOTU protease inhibitors, primary screen, biochemical, Pep-AMC substrate, fluorescence; inhibition, % at 11.5 µM; Crimean-Congo hemorrhagic fever virus L polyprotein viral ovarian tumor (vOTU) protease …; 370,000 tested, 0.55% active; further: 0% = vehicle wells with enzyme and 100% = no enzyme wells
Mtb FBA inh – Mtb FBA enzyme inhibitors, primary screen, biochemical, fluorescence, strain H37Rv | purified M. tuberculosis FBA, fluorescence read-out | 360,000 tested, 2.3% active | inhibition, % at 1 µM | Fructose-bisphosphate aldolase (Mycobacterium tuberculosis (strain ATCC 25618 / H37Rv)), … | AID 588726, 2011; in the data active means inhibition above about 27%;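 further: 0% = vehicle and 100% = reference inhibitor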
Target sequence (P9WQA3 whole entry, looked up): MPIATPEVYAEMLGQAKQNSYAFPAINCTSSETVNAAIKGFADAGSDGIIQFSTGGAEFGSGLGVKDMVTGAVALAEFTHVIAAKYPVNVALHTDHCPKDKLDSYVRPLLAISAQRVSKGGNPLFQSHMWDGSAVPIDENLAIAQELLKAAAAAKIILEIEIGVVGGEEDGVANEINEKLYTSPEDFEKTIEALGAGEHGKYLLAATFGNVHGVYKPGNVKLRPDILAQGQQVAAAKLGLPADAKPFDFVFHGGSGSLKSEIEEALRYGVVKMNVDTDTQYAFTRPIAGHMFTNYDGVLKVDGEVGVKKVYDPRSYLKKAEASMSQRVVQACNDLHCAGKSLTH
FadD28 FP inh – inhibitors of FadD28 bisubstrate probe binding, primary screen, biochemical, fluorescence polarization, single point. 360,000 tested, 0.22% active. inhibition, % at 12.5 µM. AID 588549, 2011; in the data active means inhibition above about 8.5%, passing the limit was not always enough; inconclusive means no clear call, values can overlap the other calls
BoNT F protease – BoNT/F light chain protease inhibitors, primary screen, biochemical, flow cytometry, MLPCN library. Multiplex microsphere protease cleavage assay. 360,000 tested, 0.22% active. inhibition, % at 10 µM. AID 588497, 2011. Botulinum neurotoxin type F light chain protease (Clostridium botulinum); in the data active means inhibition above about 35%, passing the limit was not always enough; inconclusive means no clear call, values can overlap the other calls; further: plate controls were buffer without enzyme for full effect and enzyme alone for no effect
BioA inh – M. tuberculosis BioA enzyme inhibitors, primary screen, biochemical, plate reader, single point, HTS. 7,8-diaminopelargonic acid synthase BioA (Mycobacterium tuberculosis). purified M. tuberculosis BioA enzyme. inhibition, % at 9.99 µM. 360,000 tested, 0.096% active; in the data active means inhibition above about 40%; inconclusive means no clear call, values can overlap the other calls
Mtb UGM inh – M. tuberculosis UGM enzyme inhibitors, primary screen, biochemical, fluorescence polarization, single point. UDP-galactopyranose mutase (Mycobacterium tuberculosis (strain ATCC 25618 / H37Rv)), …. purified UGM, fluorescence polarization probe displacement. inhibition, % at 10 µM. 320,000 tested, 0.06% active. AID 504406, 2011; in the data active means inhibition above about 10%, passing the limit was not always enough; inconclusive means no clear call, values can overlap the other calls
Target sequence (P9WIQ1 whole entry, looked up): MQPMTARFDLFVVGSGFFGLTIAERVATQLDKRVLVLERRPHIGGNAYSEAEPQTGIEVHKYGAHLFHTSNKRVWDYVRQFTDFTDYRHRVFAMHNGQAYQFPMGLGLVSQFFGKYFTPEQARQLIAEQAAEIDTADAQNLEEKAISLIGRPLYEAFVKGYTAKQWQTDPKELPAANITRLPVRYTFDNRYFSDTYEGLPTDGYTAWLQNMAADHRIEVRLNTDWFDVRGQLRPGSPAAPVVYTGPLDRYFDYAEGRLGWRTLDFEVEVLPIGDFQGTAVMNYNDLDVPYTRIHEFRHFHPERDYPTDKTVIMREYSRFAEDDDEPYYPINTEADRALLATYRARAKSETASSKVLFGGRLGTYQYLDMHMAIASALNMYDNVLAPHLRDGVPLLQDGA
BoNT-A LC inh2 – BoNT/A light chain protease inhibitors, primary screen, biochemical, flow cytometry, MLPCN library; inhibition, % at 10 µM; Botulinum neurotoxin type A light chain protease (Clostridium botulinum A str. ATCC 3502); multiplex microsphere protease substrate cleavage; 360,000 tested, 0.17% active; in the data active means inhibition above about 30%; inconclusive means no clear call, values can overlap the other calls; further: plate controls were buffer without enzyme for full effect and enzyme alone for no effect
GDH-TPI inh – GDH-TPI coupling enzyme inhibitors, primary screen, artefact control for M. tuberculosis FBA inhibitor project, biochemical, absorbance, full deck | GDH-TPI coupled enzyme counterscreen, NADH absorbance | inhibition, % at 4.8 µM | 360,000 tested, 1.2% active;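 further: 0% = DMSO wells and 100% = wells lacking the enzyme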
PrPC TRFRET – inhibitors of human cell surface prion protein PrPC, primary screen, cell-based, TR-FRET; Major prion protein (Homo sapiens), P04156; TR-FRET read-out; inhibition, % at 13.8 µM; 370,000 tested, 0.43% active; in the data active means inhibition above about 24%; further: 0% = median of the test wells and 100% = reference compound wells
Starred values were filed as active, the others as inactive; ? = inconclusive; / = no result given. Unless noted, no stated cut-off is given here; in the data, active means inhibition above about 30%; inactive means the rest.

SMILES | CCHF vOTU inh | Mtb FBA inh | FadD28 FP inh | BoNT F protease | BioA inh | Mtb UGM inh | BoNT-A LC inh2 | GDH-TPI inh | PrPC TRFRET
OCC(O)C1OC(Nc2ccc(Br)cc2)C(O)C1O (configuration not stated) | -8 | -1 | 0.3 | -3 | / | 1.2 | 0.6 | 16 | 21
COC(=O)c1sccc1NS(=O)(=O)c1ccccc1[N+](=O)[O-] | -2 | 2 | -0.4 | 11 | / | / | 3.3 | 10 | -4
COCC(C)NC(=O)NC(=O)c1ccc(Cl)cc1 (configuration not stated) | -3 | -1 | -0.8 | -6 | -2.0 | 1.5 | -0.9 | 7 | 9
CC(C)(C)NC(=O)C(OC(=O)Cn1nnc(-c2ccc(F)cc2)n1)c1ccncc1 (configuration not stated) | 4 | 7 | 0.9 | -12 | -1.5 | -1.7 | -0.3 | 8 | 2
CNC(=S)Nc1cc(OC)ccc1OC | -10 | -2 | -4.4 | -21 | -0.7 | 2.7 | -0.1 | -9 | 0
Nc1c(C(=O)c2ccccc2)sc(Nc2ccccc2)c1S(=O)(=O)c1ccccc1 | 7 | 1 | 1.9 | -3 | -0.9 | 2.7 | -1.4 | 19 | 7
NC(=O)c1cc(S(=O)(=O)N2CCN(c3cccc(Cl)c3)CC2)cs1 | 8 | 4 | -2.0 | 3 | -1.4 | 3.4 | 0.4 | 10 | 0
COc1ccc(-n2cc(-c3ccccc3)nc2SC)cc1 | 18 | -1 | -0.4 | -8 | / | 2.8 | -0.3 | 1 | 3
C/C(=N\Nc1nnc(-c2ccccc2)c(-c2ccccc2)n1)c1cccc([N+](=O)[O-])c1 | 9 | 1 | -2.9 | -1 | -0.7 | -0.2 | 0.5 | 2 | -6
O=C(CSc1cccc[n+]1[O-])Nc1ccc([N+](=O)[O-])cc1Cl | 7 | 0 | 0.3 | -6 | / | -0.6 | -0.6 | 6 | -30
COc1ccc(-c2noc(N(C)CC(=O)Nc3cccc(C(F)(F)F)c3)n2)cc1 | 0 | 1 | 2.6 | -7 | 0.0 | 1.3 | 0.2 | 7 | 7
Cc1ccc(NC(=O)CS(=O)CC(=O)N(c2ccccc2F)C(C)C(=O)NC2CCCC2)cc1 (configuration not stated) | -8 | 0 | 0.9 | 20 | -3.7 | 1.8 | -1.9 | 2 | 2
CCOC(=O)c1c(NC(C)=O)sc2c(OC)cccc12 | -5 | 8 | 0.2 | 2 | -0.9 | -0.6 | -0.5 | 7 | -6
O=C(N/N=C/c1ccco1)c1csc2c1CCCC2 | -6 | -3 | -0.9 | ? | / | 0.6 | ? | 3 | 2
O=C(Cn1nnc(-c2ccc(F)cc2)n1)N1CCCCC1 | 2 | 1 | -1.9 | -3 | -2.0 | -3.7 | -0.5 | -2 | 8
Cn1c(C(=O)NCc2ccccc2)cc2oc3ccccc3c21 | 4 | -2 | -2.1 | -37 | -0.1 | 1.4 | -2.1 | 5 | 7
O=C(Nc1cccnc1)c1cnc2ccccc2n1 | 6 | -4 | -3.0 | -1 | ? | 3.5 | -0.5 | 10 | -29
O=C1N/C(=N\S(=O)(=O)Cc2ccccc2)S/C1=C/c1cccc([N+](=O)[O-])c1 | 20 | 3 | 2.8 | -3 | 1.9 | 5.0 | -0.1 | 49* | -14
CN(CCc1cnn(C)c1)C(=O)CCc1nnc(CCCc2ccccc2)o1 | 6 | -9 | -2.6 | 0 | / | -0.1 | -0.8 | 0 | -8
CC(=O)c1ccc(N2CCN(CC(O)c3ccccc3)CC2)cc1 (configuration not stated) | 11 | -1 | -0.6 | -5 | 20 | -0.1 | -2.4 | 14 | -9
COc1ccc(C)cc1NC(=O)CSCc1ccccc1C | 2 | -1 | 0.0 | 1 | 0.3 | -2.3 | 0.0 | 0 | 1
Cc1ccc(S(=O)(=O)N2CCOCC2)cc1C(=O)N1CCCC1 | -21 | 2 | 0.2 | 3 | -2.9 | 2.0 | 0.7 | 7 | 0
O=C(O)c1cccc(N2C(=O)c3cccc4c(Cl)ccc(c34)C2=O)c1 | 3 | 4 | -2.4 | -14 | -0.5 | 6.6 | -3.3 | 13 | -5
C/C=C/C(=O)Nc1cccc(C(F)(F)F)c1 | -1 | 6 | 1.1 | -4 | / | -1.9 | -0.1 | 2 | 3
CC(C)C[C@H]1CNC(=S)N1CC1CCCN1C[C@H](CC(C)C)N1C[C@H](CC(C)C)N(CC2CCCCCC2)C1=S (some centres not stated) | -5 | 1 | 0.7 | -7 | -1.3 | / | -0.2 | -1 | -2
Cc1ccccc1NC(=O)C(Cl)=C(Cl)Cl | 1 | -1 | -2.1 | -2 | -1.5 | 1.9 | 0.0 | -3 | -5
O=C(NCc1ccc(F)cc1)C(=O)NCC1OCCN1S(=O)(=O)c1cccs1 (configuration not stated) | 0 | 1 | -1.6 | -16 | -1.2 | 2.7 | -1.3 | 0 | 8
COc1ccc(-c2cn3cccnc3n2)cc1NC(=O)c1cccs1 | 1 | 18 | -2.0 | 6 | / | -5.3 | 0.5 | 19 | -19
COc1cccc(NC(=S)N2CCc3cc(OC)c(OC)cc3C2COc2ccc3c(C)cc(=O)oc3c2)c1 (configuration not stated) | -13 | 11 | -0.3 | -1 | 0.2 | 0.6 | -0.1 | 18 | -3
CCc1ccc2c(c1)[C@]1(C(=O)N2)[C@@H]2C(=O)N(Cc3ccccc3)C(=O)[C@@H]2[C@@H]2CCCN21 | 12 | 1 | -0.1 | 4 | 1.8 | -0.4 | 2.3 | -6 | -1
COC(=O)c1ccc2nc(-c3cccc(Br)c3)c(Cc3ccccc3C(F)(F)F)n2c1 | 1 | / | / | -1 | / | / | -0.1 | / | -2
C/C(=N\OCc1cccc(C(=O)O)c1)c1ccc(Cl)cc1 | 2 | 1 | -2.9 | / | 1.4 | 5.8 | / | 1 | 6
COc1ccc(N2C3=C(CC4=C2CCCC4=O)C(=O)CCC3)cc1 | 16 | 8 | 0.0 | -102 | 0.4 | 2.8 | -2.3 | 5 | -11
O=C(Cn1cc2c(n1)CCCC2)N1CCCc2ccccc21 | 6 | 6 | -0.1 | 14 | -0.3 | -2.3 | 1.6 | 11 | -1
CC(=O)c1c(C)[nH]c(C(=O)COC(=O)C2(C)CC2(Cl)Cl)c1C (configuration not stated) | 14 | -3 | -3.2 | ? | 0.8 | -2.4 | 4.0 | 3 | 12
O=C(Nc1cccc(S(=O)(=O)N2CCCCC2)c1)C1COc2ccccc2O1 (configuration not stated) | 2 | 3 | 0.8 | 1 | / | 1.1 | 3.6 | 4 | 4
O=C(NCCCn1ccnc1)c1cn(-c2ccccc2)nc1-c1ccc(F)cc1 | 1 | 6 | -1.0 | 3 | 5.0 | 3.7 | 1.6 | 12 | -8
CSc1ccccc1C(=O)NC1CCCN(c2ccc(C(F)(F)F)cn2)C1 (configuration not stated) | 17 | 0 | -3.1 | 2 | 1.6 | 2.8 | -0.1 | 0 | -9
COc1ccccc1C(=O)N1CCCN(C(=O)c2ccccc2OC)CC1 | -11 | -1 | -1.0 | -3 | -0.4 | -0.6 | 0.3 | 2 | -4
Fc1ccc(NC(=S)NN2CCOCC2)cc1Cl | 8 | 1 | -0.6 | 5 | / | 2.9 | -0.3 | 2 | -7
COc1ccc2nc(NC(=O)c3ccccc3[N+](=O)[O-])sc2c1 | 0 | 1 | -2.8 | -27 | -0.3 | 1.0 | -2.2 | 11 | -7
CCc1ccc(CCC(=O)Nc2nc(CC(C)=O)ns2)o1 | 1 | 0 | -2.2 | 1 | -1.3 | 1.9 | 1.2 | 8 | -5
O=C(Nc1ccc(Cl)cc1)C1CCCN(c2cnccn2)C1 (configuration not stated) | 10 | 3 | -1.5 | 5 | 4.5 | -2.9 | -0.9 | 10 | 5
C=CCN(CC(=O)NC1CCCC1)C(=O)C(=O)Nc1ccc2c(c1)OCCO2 | 6 | -1 | / | -3 | -1.2 | 1.0 | -1.7 | -1 | 6
CN1/C(=C\C(=S)NC(=O)c2ccc([N+](=O)[O-])cc2)C(C)(C)c2ccccc21 | -11 | 0 | -1.0 | -14 | / | -2.4 | 1.6 | 9 | 5

Sorted by molecular weight (low to high): some entries from above.
SMILES | CCHF vOTU inh | Mtb FBA inh | FadD28 FP inh | BoNT F protease | BioA inh | Mtb UGM inh | BoNT-A LC inh2 | GDH-TPI inh | PrPC TRFRET
Fc1ccc(NC(=S)NN2CCOCC2)cc1Cl | 8 | 1 | -0.6 | 5 | / | 2.9 | -0.3 | 2 | -7
CC(=O)c1c(C)[nH]c(C(=O)COC(=O)C2(C)CC2(Cl)Cl)c1C (configuration not stated) | 14 | -3 | -3.2 | ? | 0.8 | -2.4 | 4.0 | 3 | 12
COc1ccccc1C(=O)N1CCCN(C(=O)c2ccccc2OC)CC1 | -11 | -1 | -1.0 | -3 | -0.4 | -0.6 | 0.3 | 2 | -4
CSc1ccccc1C(=O)NC1CCCN(c2ccc(C(F)(F)F)cn2)C1 (configuration not stated) | 17 | 0 | -3.1 | 2 | 1.6 | 2.8 | -0.1 | 0 | -9
O=C(Nc1cccc(S(=O)(=O)N2CCCCC2)c1)C1COc2ccccc2O1 (configuration not stated) | 2 | 3 | 0.8 | 1 | / | 1.1 | 3.6 | 4 | 4
COC(=O)c1ccc2nc(-c3cccc(Br)c3)c(Cc3ccccc3C(F)(F)F)n2c1 | 1 | / | / | -1 | / | / | -0.1 | / | -2

Carrying on:
SMILES | CCHF vOTU inh | Mtb FBA inh | FadD28 FP inh | BoNT F protease | BioA inh | Mtb UGM inh | BoNT-A LC inh2 | GDH-TPI inh | PrPC TRFRET
O=C(Nc1ccc2c(c1)OCO2)c1ccc(Cl)c(S(=O)(=O)N2CCOCC2)c1 | 6 | 0 | -1.9 | -6 | 2.6 | 3.0 | 0.8 | 0 | 10
C=CCn1c(N)c(C(=O)NCC2CCCO2)c2nc3ccccc3nc21 (configuration not stated) | -186 | 144* | -2.7 | -4 | 2.8 | 2.9 | 6.8 | 4 | -5
Cc1ccc(S(=O)(=O)N2CCN(CC(O)c3ccccc3)CC2)cc1 (configuration not stated) | -5 | 0 | -0.9 | 2 | -1.9 | -5.9 | 0.3 | 4 | 8
CCC1(c2ccc(F)cc2)NC(=O)N(CC(=O)N2CCN(S(=O)(=O)c3ccc(Cl)cc3)CC2)C1=O (configuration not stated) | 25 | 4 | -2.2 | -3 | -0.3 | 0.2 | -2.2 | 5 | 5
Cc1ccc(C(=O)/C=C/c2cc(C#N)n(C)c2C)cc1 | 19 | -1 | -3.6 | -9 | -2.3 | 1.8 | -0.5 | 22 | 3
CCc1ccccc1NC(=O)c1ccccc1Sc1ccc([N+](=O)[O-])cc1Cl | -8 | -1 | -3.9 | 3 | / | 1.5 | 0.3 | 8 | -2
Cn1c(SCC(=O)Nc2ccc(Br)cc2)nc(O)cc1=O | -9 | -4 | -1.1 | ? | -2.3 | 2.1 | -8.7 | 0 | 0
COCCN(C(=O)Cc1coc2cc(C)c(C)cc12)c1c(N)n(Cc2ccccc2)c(=O)[nH]c1=O | 0 | -2 | -3.6 | -3 | -1.5 | 2.1 | 11 | 0 | -1
O=C(c1cc(-c2ccccc2Cl)nc2ccccc12)N1CCN(c2ccccc2O)CC1 | 0 | -1 | -5.8 | -1 | / | 1.0 | 4.5 | 6 | -3
CCOc1ccc(C2CC(c3cccc(C)c3)n3nc(N)nc3N2)cc1 (configuration not stated) | -2 | 5 | 0.0 | -5 | -4.3 | 2.8 | 0.1 | 3 | 5
COc1ccc(C(=O)Nc2ccc(C(=O)Nc3cccc(C)c3)cc2)cc1 | -7 | 0 | -4.1 | -6 | -1.9 | -1.8 | 0.1 | -10 | 2
